Statin myotox sup: protects C2C12 myotubes from simvastatin toxicity. ATP luminescence, 48 h; scaled: DMSO 0, geranylgeraniol control 100. 0.78% of 330,000 active. rescue of ATP level, % at 7.49 µM;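 active = mean ATP rescue above about 67%, or every replicate alone reaching that limit, limit read from the data, passing the limit was not always enough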;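 also: myotubes were challenged with 10 µM simvastatin during compound exposure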
esBAF inh: blocks esBAF chromatin remodeling in mouse ES cells; AID 602393; Bmi1-luciferase knock-in reporter, 24 h; 100% = twice the neutral-well signal; 2% of 350,000 active; reporter increase, % at 12.5 µM; in the data active = activation above about 40%;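 also: 0% = median of the plate's neutral control wells and 100% = double that signal; a rise in the Bmi1 reporter signal indicates esBAF inhibition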
SIRT5 block: sirtuin-5 (human) deacylase inhibition; 1.1% of 330,000 active; inhibition, % at 15 µM; Purified SirT5, succinyl-peptide AMC, trypsin-coupled fluorescence; in the data active = inhibition above about 15%
Target sequence (Q9NXA8 whole entry, looked up): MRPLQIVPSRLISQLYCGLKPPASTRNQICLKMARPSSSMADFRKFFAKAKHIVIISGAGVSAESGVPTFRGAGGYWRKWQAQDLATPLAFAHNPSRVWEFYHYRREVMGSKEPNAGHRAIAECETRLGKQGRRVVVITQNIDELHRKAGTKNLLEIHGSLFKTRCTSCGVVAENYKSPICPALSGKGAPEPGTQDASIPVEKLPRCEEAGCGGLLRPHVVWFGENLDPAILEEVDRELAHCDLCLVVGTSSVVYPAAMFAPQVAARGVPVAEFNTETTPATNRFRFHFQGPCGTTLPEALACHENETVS
LGR2 inh: blocks bursicon-induced cAMP signaling via Drosophila LGR2. inhibition, % at 9.99 µM. HEK293 LGR2, CRE-luciferase, bursicon-stimulated, 4 h. 0.35% of 380,000 active;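 active = drop in luminescence signal, shown as inhibition above about 50% in the replicate tests, limit read from the data, passing the limit was not always enough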;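 also: agonist challenge used bursicon conditioned medium at about half maximal strength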
FN deposit inh: fibronectin deposition inhibition; AH1F fibroblasts, Alexa488-fibronectin deposition fluorescence, overnight; inhibition, % at 12.6 µM; 0.086% of 350,000 active; AID 743247;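 active = mean inhibition across replicates of 30% or more, regardless of how many single replicates reach that level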;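 also: positive control wells lacked labelled fibronectin entirely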
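Assay system: AH1F fibroblast monolayer, labelled fibronectin deposition. Amount: 10000 cells per well. Also added: labelled fibronectin 24 nM. Compound: single-point pinned compound. Incubation: cell attachment 1 h, compound and FN exposure overnight. Detection: fluorescence after three HBSS washes, excitation 485 nm, emission 525 nm. Read-out: inhibition of fibronectin deposition signal.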
Casp6 inh: caspase-6 (human) enzyme inhibition; P55212; purified caspase-6, Z-VEID-R110 cleavage fluorescence; inhibition, % at 12.5 µM; 0.53% of 350,000 active;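 active = mean inhibition across replicates at least about 35%, with every replicate also reaching that limit, limit read from the data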;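 also: 0% = median of neutral control wells and 100% = no fluorescence left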
Target sequence (P55212 24-179 limits assumed): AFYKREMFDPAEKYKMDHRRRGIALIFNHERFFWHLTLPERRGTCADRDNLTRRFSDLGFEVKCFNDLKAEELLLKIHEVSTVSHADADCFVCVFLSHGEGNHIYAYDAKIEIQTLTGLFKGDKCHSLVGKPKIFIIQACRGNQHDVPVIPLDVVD
Target sequence (P55212 194-293 limits assumed): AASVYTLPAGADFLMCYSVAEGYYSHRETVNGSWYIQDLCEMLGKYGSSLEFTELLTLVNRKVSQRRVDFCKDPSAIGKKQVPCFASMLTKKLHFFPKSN
S100A4 inh HTS: inhibitors of human S100A4 binding to myosin IIA peptide; inhibition, % at 10.7 µM; 0.14% of 360,000 active; S100A4/TAMRA-MyoIIA peptide fluorescence polarization; P26447;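 active = mean inhibition of at least 70% across replicates, with every replicate also reaching that level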
Target sequence (P26447 whole entry, looked up): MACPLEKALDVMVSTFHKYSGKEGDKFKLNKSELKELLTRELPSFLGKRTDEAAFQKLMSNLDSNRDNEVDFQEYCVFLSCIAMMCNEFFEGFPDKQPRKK
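Test system – S100A4 monomer (human) · Compound – single-point compound testing · Schedule – 5 min incubation before reading · Probe or stimulus – TAMRA-labelled myosin IIA heavy-chain peptide probe, 5 nM · Benchmarks – neutral control DMSO, positive control TFP · Medium – Calcium-containing HEPES buffer, pH 7.2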
Starred values were filed as active, the others as inactive. Not all compounds are listed (hit frequency here may not be typical).

`CCCCN(C(=O)c1nn(C)c(=O)c2ccccc12)c1c(N)n(CCC)c(=O)[nH]c1=O` gave Statin myotox sup -2, esBAF inh 3, SIRT5 block 2, LGR2 inh -1, FN deposit inh 1, Casp6 inh 0 and S100A4 inh HTS 17.
Cc1ccc(C2(C(F)(F)F)NC(=O)N3N=C4CCCCCN4C3=C2C#N)cc1 (stereo not given) was read as SIRT5 block -2, LGR2 inh -27, FN deposit inh 3, Casp6 inh 0 and S100A4 inh HTS 1.
Screening COC(=O)c1cc(S(=O)(=O)NCCCN2CCCC2=O)cn1C returned Statin myotox sup 1, esBAF inh -2, SIRT5 block -1, LGR2 inh -1, FN deposit inh 2, Casp6 inh -6 and S100A4 inh HTS -3.
Screening COc1cccc(S(=O)(=O)N2CC[C@@H]3[C@H](CO)Nc4ccc(C#Cc5ccccc5)cc4[C@@H]32)c1 returned Statin myotox sup -32, esBAF inh -6, SIRT5 block 4, LGR2 inh 8, FN deposit inh 4, Casp6 inh 3 and S100A4 inh HTS -4.
`O=[N+]([O-])c1ccc(Nc2nc(N3CCOCC3)nc(N3CCOCC3)n2)cc1` gave Statin myotox sup -11, esBAF inh -1, SIRT5 block 3, FN deposit inh 0, Casp6 inh -1 and S100A4 inh HTS 0.
For Cc1ccc2c(c1)Sc1c(ccc3ccccc13)N2 the results were Statin myotox sup 3, esBAF inh 51*, SIRT5 block 0, LGR2 inh -62, FN deposit inh -14, Casp6 inh -1 and S100A4 inh HTS -6.
For CCN(CC)S(=O)(=O)c1cc([N+](=O)[O-])ccc1NNC(=O)Nc1ccc(F)cc1 the results were Statin myotox sup -5, esBAF inh -2 and FN deposit inh 0.
`C=CCSC1=C(C#N)C(c2cc(Br)c(O)c(OC)c2)CC(=O)N1` (stereo not given) gave Statin myotox sup -3, esBAF inh -1, SIRT5 block -2, LGR2 inh 4, Casp6 inh 11 and S100A4 inh HTS 3.
For CN1C(=O)c2ccccc2N(C)C1c1ccc2c(c1)OCO2 (stereo not given) the results were Statin myotox sup 13, esBAF inh -3 and LGR2 inh -2.
For O=C(Nc1cccc(S(=O)(=O)Nc2ccccc2F)c1)c1ccc2ccccc2n1 the results were SIRT5 block -2, LGR2 inh -5, FN deposit inh 0, Casp6 inh -2 and S100A4 inh HTS 1.
Screening CO[C@H]1CN(C)C(=O)c2cc(NC(=O)C3CC3)ccc2OC[C@@H](C)N(C(C)=O)C[C@H]1C returned Statin myotox sup 0, esBAF inh 4, SIRT5 block -1, LGR2 inh -5, FN deposit inh -6, Casp6 inh 3 and S100A4 inh HTS 8.
`Cc1cc(C)c(C#N)c(Nc2cccc(Br)c2)n1` gave Statin myotox sup 2, esBAF inh -8, SIRT5 block -3, LGR2 inh -8, FN deposit inh -5, Casp6 inh 0 and S100A4 inh HTS -3.
Screening CC=Cc1ccc2n(c1=O)C[C@@H]1[C@@H](CO)[C@H](C(=O)NCC(F)(F)F)N(CCc3ccccc3)[C@H]21 (mixture of isomers) returned Statin myotox sup -11, esBAF inh 1, SIRT5 block -4, LGR2 inh -8 and S100A4 inh HTS -58.
Screening COc1ccc(-c2cn(CC(=O)N3CCN(C)CC3)nn2)cc1OC returned SIRT5 block -1, Casp6 inh -16 and S100A4 inh HTS 3.
`CCN(c1ccccc1)S(=O)(=O)c1ccc(OC)c(NC(=O)Cc2ccc(OC)c(OC)c2)c1` gave Statin myotox sup -14, esBAF inh 6, SIRT5 block 1, LGR2 inh -14, FN deposit inh -6, Casp6 inh -3 and S100A4 inh HTS -6.
For CC(C)N(C(=O)Cn1c(-c2ccccc2Cl)nc2ccccc21)c1ccccc1 the results were Statin myotox sup 3, esBAF inh 1, LGR2 inh 5 and FN deposit inh 0.
CCCc1c(OCCCOc2ccc(OCC(=O)O)cc2)ccc(C(C)=O)c1O was read as Statin myotox sup 16, esBAF inh -5, SIRT5 block -2, LGR2 inh -3, FN deposit inh -4, Casp6 inh 5 and S100A4 inh HTS 2.
`OC1CCN(C(=S)Nc2ccc(Nc3ccccc3)cc2)CC1` gave SIRT5 block -4, LGR2 inh -2, FN deposit inh -5, Casp6 inh -1 and S100A4 inh HTS -11.
`Cn1c(=O)c2c(SCc3cccnc3)nc(C3CC3)nc2n(C)c1=O` gave Statin myotox sup 4, esBAF inh -10, SIRT5 block -1, LGR2 inh 6, FN deposit inh 6, Casp6 inh -3 and S100A4 inh HTS 5.
Screening C[C@H]1CN([C@@H](C)CO)C(=O)c2cccc(NC(=O)c3ccncc3)c2O[C@H]1CN(C)C(=O)Nc1ccc2c(c1)OCO2 returned Statin myotox sup -12, esBAF inh 15, SIRT5 block -1, LGR2 inh 17, FN deposit inh -7, Casp6 inh 2 and S100A4 inh HTS 8.
CC1CCN(CCOc2ccc(Cl)c(Cl)c2)CC1 was read as Statin myotox sup -12, esBAF inh 1, SIRT5 block -4, LGR2 inh -7, FN deposit inh 2, Casp6 inh -6 and S100A4 inh HTS -3.
Screening Cn1c(=O)c(=O)n(C)c2cc([N+](=O)[O-])c(N3CCOCC3)cc21 returned Statin myotox sup -3, esBAF inh -1, SIRT5 block 4, LGR2 inh -7, FN deposit inh 5, Casp6 inh 0 and S100A4 inh HTS -1.
Screening CC(=O)Nc1ccc(-c2ccnc3c2CC(C)(C(=O)NCc2ccncc2)O3)cc1 (stereo not given) returned Statin myotox sup 4, esBAF inh 1, LGR2 inh 9, FN deposit inh -20, Casp6 inh 1 and S100A4 inh HTS 2.
Screening CCC1(c2ccccc2)NC(=O)N(CC(=O)N(C)CC(=O)Nc2cccc(OC)c2)C1=O (stereo not given) returned Statin myotox sup -8, esBAF inh -9, SIRT5 block -5, LGR2 inh 3, FN deposit inh 10, Casp6 inh 4 and S100A4 inh HTS -1.

Structures listed so far that have fluorine:
Cc1ccc(C2(C(F)(F)F)NC(=O)N3N=C4CCCCCN4C3=C2C#N)cc1 (stereo not given) was read as SIRT5 block -2, LGR2 inh -27, FN deposit inh 3, Casp6 inh 0 and S100A4 inh HTS 1.
For CCN(CC)S(=O)(=O)c1cc([N+](=O)[O-])ccc1NNC(=O)Nc1ccc(F)cc1 the results were Statin myotox sup -5, esBAF inh -2 and FN deposit inh 0.
For O=C(Nc1cccc(S(=O)(=O)Nc2ccccc2F)c1)c1ccc2ccccc2n1 the results were SIRT5 block -2, LGR2 inh -5, FN deposit inh 0, Casp6 inh -2 and S100A4 inh HTS 1.
Screening CC=Cc1ccc2n(c1=O)C[C@@H]1[C@@H](CO)[C@H](C(=O)NCC(F)(F)F)N(CCc3ccccc3)[C@H]21 (mixture of isomers) returned Statin myotox sup -11, esBAF inh 1, SIRT5 block -4, LGR2 inh -8 and S100A4 inh HTS -58.

Remaining list, next part.
For CCS(=O)(=O)NCC[C@@H]1CC[C@@H](NC(=O)Nc2cc(Cl)cc(Cl)c2)[C@@H](CO)O1 the results were Statin myotox sup -6, esBAF inh -10, SIRT5 block 2, LGR2 inh 23, FN deposit inh 0, Casp6 inh -1 and S100A4 inh HTS 0.
`CCOC(=O)c1c(NC(=O)Nc2ccc(Cl)cc2)sc(C)c1C` gave Statin myotox sup 7, esBAF inh -5 and FN deposit inh 4.
`COc1ccc(F)c(-c2nc(CN3CCC(c4ccccc4)CC3)c(C)o2)c1` gave SIRT5 block -7, LGR2 inh -12, FN deposit inh -5, Casp6 inh 0 and S100A4 inh HTS -7.
`CCOC(=O)N1CCN(C(=O)c2ccc(OC)c(S(=O)(=O)N3CCOCC3)c2)CC1` gave SIRT5 block -3, LGR2 inh -26, FN deposit inh -5, Casp6 inh -1 and S100A4 inh HTS 0.
COc1cccc(NC(=O)Nc2cccc(C(=O)O)c2)c1 was read as Statin myotox sup 14, esBAF inh -78, SIRT5 block 2, LGR2 inh 97*, FN deposit inh 10, Casp6 inh 6 and S100A4 inh HTS -2.
Screening CC1(c2cccc(Br)c2)NC(=O)N(CC(=O)NCCC2=CCCCC2)C1=O (stereo not given) returned Statin myotox sup 4, esBAF inh 4, LGR2 inh 6, FN deposit inh 3, Casp6 inh -1 and S100A4 inh HTS 2.
Screening COc1ccccc1-n1c(SCC(=O)NC(C)(C)C)nnc1-c1ccco1 returned Statin myotox sup -5, esBAF inh 0, LGR2 inh -5 and FN deposit inh -1.
For COc1ccc2[nH]c(=O)c(CN(C(=O)c3ccncc3)C(C)(C)C)cc2c1 the results were Statin myotox sup 2, esBAF inh -2 and LGR2 inh 18.
For CCOC(=O)c1c(NC(=O)COc2ccc3ccc(=O)oc3c2)sc(C(=O)N(C)C)c1C the results were SIRT5 block 1, LGR2 inh 2, FN deposit inh -3, Casp6 inh 2 and S100A4 inh HTS -3.
Screening COCCN(C(=O)CCC(=O)Nc1ccccn1)C(C(=O)NC(C)C)c1ccc(C)cc1 (stereo not given) returned Statin myotox sup -59, esBAF inh -9, SIRT5 block 1, LGR2 inh 6, FN deposit inh -3 and S100A4 inh HTS -1.
Screening COc1ccc(COC(=O)C2CCN(S(=O)(=O)c3ccc(OC)c(OC)c3)CC2)cc1 returned Statin myotox sup 3, esBAF inh -1, SIRT5 block -3, FN deposit inh 1, Casp6 inh 2 and S100A4 inh HTS -1.
Screening CCN(Cc1ccncc1)C(=S)Nc1ccccc1 returned Statin myotox sup 8, esBAF inh -1, SIRT5 block -2, FN deposit inh 3, Casp6 inh -4 and S100A4 inh HTS 1.

The final 2 entries of the part before are carried over, then new ones follow:
Screening COc1ccc(COC(=O)C2CCN(S(=O)(=O)c3ccc(OC)c(OC)c3)CC2)cc1 returned Statin myotox sup 3, esBAF inh -1, SIRT5 block -3, FN deposit inh 1, Casp6 inh 2 and S100A4 inh HTS -1.
Screening CCN(Cc1ccncc1)C(=S)Nc1ccccc1 returned Statin myotox sup 8, esBAF inh -1, SIRT5 block -2, FN deposit inh 3, Casp6 inh -4 and S100A4 inh HTS 1.
Screening CC(=O)c1ccc(S(=O)(=O)N(C)CC(=O)Nc2cccc(S(=O)(=O)N3CCCC3)c2)cc1 returned Statin myotox sup 9, esBAF inh 21, SIRT5 block -2, LGR2 inh -13, FN deposit inh -5, Casp6 inh 3 and S100A4 inh HTS -3.
`COCC#Cc1ccc([C@@H]2[C@@H](CO)N3CCCCN(Cc4ccccc4F)C[C@H]23)cc1` gave Statin myotox sup 17, esBAF inh -3, SIRT5 block 2, LGR2 inh -1, Casp6 inh -3 and S100A4 inh HTS -10.
For Cn1c(NCc2ccccc2O)nc2ccccc21 the results were esBAF inh 53*, SIRT5 block -1, FN deposit inh -5, Casp6 inh -3 and S100A4 inh HTS 2.
For O=C1NC[C@@H](CCCCN2CCN(Cc3ccccc3)C(=O)C2=O)N(Cc2ccccc2)C1=O the results were SIRT5 block -1, LGR2 inh -9, FN deposit inh 5, Casp6 inh -3 and S100A4 inh HTS 14.
Cc1occc1C(=O)N/N=C/c1c[nH]c2ccccc12 was read as Statin myotox sup 30, esBAF inh 50*, SIRT5 block 2, LGR2 inh -39, Casp6 inh 2 and S100A4 inh HTS -4.
`C=C(C)COc1ccc(-c2nc(N)nc(C)c2Oc2ccccc2OC)c(O)c1` gave Statin myotox sup -8, esBAF inh -1 and LGR2 inh -16.
For Cc1cccc(C)c1NC(=O)C(c1cccc2ccccc12)n1c(=O)c(-c2cc3ccccc3[nH]2)nc2ccccc21 (stereo not given) the results were LGR2 inh -7, FN deposit inh 1, Casp6 inh 5 and S100A4 inh HTS 0.
For CO[C@@H]1CN(C)C(=O)c2ccc(NS(=O)(=O)c3ccccc3)cc2OC[C@H](C)N(C(=O)NC(C)C)C[C@H]1C the results were Statin myotox sup 0, esBAF inh 3, SIRT5 block -2, LGR2 inh -5, FN deposit inh 9, Casp6 inh 0 and S100A4 inh HTS -1.
COc1ccc(-n2c(N)c(C(=O)NCC3CCCO3)sc2=S)cc1 (stereo not given) was read as Statin myotox sup 1, esBAF inh 9 and LGR2 inh -11.
`COc1ccccc1NC(=S)NCCc1ccc(S(N)(=O)=O)cc1` gave Statin myotox sup 1, esBAF inh 1, SIRT5 block 0, LGR2 inh 21, FN deposit inh 4, Casp6 inh -2 and S100A4 inh HTS -3.

Screening data: PubChem, Broad Institute
